# p53ts 39C tox = cytotoxicity in p53ts cells at nonpermissive temperature; H1299-p53A138V viability at 39C, ATP luminescence, 24 h; 1.5% of 130,000 active; Potency, µM (series often up to 46.1 µM), for inactives: at the highest dose activity change, negative = cell killing, most hits filed as cytotoxic; AID 902; also: nearly all actives have a fitted effect of over 55% in size
# p53ts 32C tox = cytotoxicity in p53ts cells at permissive temperature. Potency, µM (titrated, usually from 46.1 µM), inactives show at the highest dose activity change, negative = cytotoxicity, actives largely listed as cytotoxic. 0.93% of 130,000 active. H1299-p53A138V at 32C, ATP luminescence viability, 24 h;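 also: 0% = DMSO and -100% = full killing by reference compound; nearly all actives have a fitted effect of over 55% in size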
#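 H1299-p53 A138V cells (temperature-sensitive p53) exposed 24 h to up to 46 uM compound at 32C, where p53 is wild-type in conformation. Viability read as ATP luminescence and normalised to DMSO and 100 uM tamoxifen. AC50 fitted with the Hill equation.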
# IkB signaling = IkB pathway inhibition in ABC-DLBCL cells; AID 445; 0.04% of 110,000 active; ABC-DLBCL IkBa-CBG/CBR dual luciferase ratio, 4 h; response scale: scaled: untreated 0%, proteasome inhibitor 100%; Potency, µM (titrated, usually from 57.1 µM), without a hit: at the highest dose IkBa stabilization activation; active = well fitted curve in the direction sought with a large enough effect in the signal ratio, not every such curve was filed as active; inconclusive = small, poorly fitted or top-dose-only effect, or a change in a side signal; the % refers to the signal ratio;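 also: the direction sought is a rising ratio; 0% = basal untreated cells and 100% = reference inhibitor full response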
#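 In this assay, an IκBα–CBG68 fusion accumulates when IKK-driven degradation is blocked; native CBR normalizes for cell number. OCI-Ly3 cells were treated 4 h with compound and doxycycline, then green and red light read after Chroma-Glo addition.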
# Imprint erasure = inducers of genomic imprint erasure in mouse ES cells. mouse ES Peg3-LacZ reporter, beta-gal luminescence, 40 h. Potency, µM (highest dose often 60.7 µM), for inactives: top-dose activity change, positive = activation, hits mostly activators. 0.02% of 110,000 active;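 also: 0% = negative control wells on the plate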
#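 Gelatin-coated wells received 300 freshly trypsinized female ES cells with a Peg3LacZ-Neo reporter on the maternal allele, then incubated 40 hours at 37C. BetaGlo was added for 5 minutes at room temperature before a single luminescence read.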
# Starred values were filed as active, the others as inactive; ? = inconclusive; · = not tested or not shown; & = joins results of further samples; [ ] = remark or other dose. Unless noted, calls follow the shape of the dose curve; as a rule, active = well fitted curve in the direction sought with a large enough effect; inconclusive = small, poorly fitted or top-dose-only effect, or another doubt; inactive = no such curve, though single readings can be large; an effect the other way counts as inactive or inconclusive. Unless noted, % is scaled to controls: 0 for no effect and ±100 for the full control effect; potency is read from the fitted curve at half-maximal effect. Not all compounds are listed. The share of hits here may be higher or lower than overall.
cpd	SMILES	p53ts 32C tox	Imprint erasure
1	CN1CCN(c2c(F)cc3c(=O)c(C(=O)O)cn4c3c2SCC4)CC1	-4%	-6%
2	CN1CCC(=C2c3ccccc3CC(=O)c3sccc32)CC1	-6%	-18%
3	C[C@@H]1[C@H](C)CC[C@@]2(C(=O)O[C@H]3O[C@@H](CO[C@H]4O[C@@H](CO)[C@@H](O[C@H]5O[C@@H](C)[C@@H](O)[C@@H](O)[C@@H]5O)[C@@H](O)[C@@H]4O)[C@@H](O)[C@@H](O)[C@@H]3O)CC[C@]3(C)C(=CC[C@H]4[C@@]5(C)C[C@@H](O)[C@@H](O)[C@](C)(CO)[C@@H]5CC[C@@]43C)[C@@H]12	2%[20.6 µM]	-5%[16.8 µM]
4	CCOc1ccccc1NC(=O)CSc1nc2ccccc2c2nc(CCn3cncc3C)nn12	-7%	-11%[10.9 µM]
5	Cc1oncc1C(=O)Nc1ccc(C(F)(F)F)cc1	?	-91%[inhibitor]
6	O=C(O)CCCCCCCC(=O)O	-4%&-14%	-8%&-3%
7	O=C(NCCN1CCOCC1)c1ccc(Cl)cc1	-2%	6%
8	CN1CCN(CCCN2c3ccccc3Sc3ccc(S(=O)(=O)N(C)C)cc32)CC1	-4%[20.6 µM]	-10%[16.8 µM]

cpd	IkB signaling	p53ts 39C tox
1	-1.3%	-10%
2	0.2%	-13%
3	0.5%[25.6 µM]	11%[20.6 µM]
4	-0.7%	-25%
5	3.3%[25.6 µM]	?
6	3.6%	-12%&17%
7	-2.4%	1%
8	1.7%[25.6 µM]	2%[20.6 µM]

# Single records, from the list above:
# O=C(NCCN1CCOCC1)c1ccc(Cl)cc1 reads p53ts 32C tox = -2%; Imprint erasure = 6%; IkB signaling = -2.4%; p53ts 39C tox = 1%
# C[C@@H]1[C@H](C)CC[C@@]2(C(=O)O[C@H]3O[C@@H](CO[C@H]4O[C@@H](CO)[C@@H](O[C@H]5O[C@@H](C)[C@@H](O)[C@@H](O)[C@@H]5O)[C@@H](O)[C@@H]4O)[C@@H](O)[C@@H](O)[C@@H]3O)CC[C@]3(C)C(=CC[C@H]4[C@@]5(C)C[C@@H](O)[C@@H](O)[C@](C)(CO)[C@@H]5CC[C@@]43C)[C@@H]12 reads p53ts 32C tox = 2%[20.6 µM]; Imprint erasure = -5%[16.8 µM]; IkB signaling = 0.5%[25.6 µM]; p53ts 39C tox = 11%[20.6 µM]

# The listing continues:
cpd	SMILES	p53ts 32C tox	Imprint erasure
9	NC(=O)c1ccc(-c2nc(-c3ccc4c(c3)OCO4)c(-c3ccccn3)[nH]2)cc1	14%	-5%
10	CN(C)CCO[C@](C)(c1ccccc1)c1ccccn1	2%[20.6 µM]	-27%[16.8 µM]
11	CCCCOC(=O)c1ccc(N)cc1	8%[1.84 µM]	-11%
12	CN(C)CCC[C@@]1(c2ccc(F)cc2)OCc2cc(C#N)ccc21	-3%&2%&-5%	-8%&-30%
13	Cc1cc(Cl)ccc1NC(=O)Cn1nc(C)c2c(C)n(-c3ccccc3)nc2c1=O	6%	4%[10.9 µM]
14	O=C1c2ccccc2C(=O)c2c(O)c(O)cc(O)c21	5%&-12%	-16%&-3%
15	Cc1cn([C@H]2C[C@H](O)[C@@H](CO)O2)c(=O)[nH]c1=O	1%	-10%&1%
16	COc1ccc(Cn2c(CCC(=O)Nc3cccc(OC)c3)nc3cccnc32)cc1	-6%	4%[10.9 µM]

cpd	IkB signaling	p53ts 39C tox
9	?	8%
10	0.9%[25.6 µM]	16%[20.6 µM]
11	-1.3%	-15%
12	0.9%&1.9%	6%&-16%&-7%
13	-0.6%	-1%
14	·	-6%&0%
15	·	-12%
16	-1.2%	-12%

# Later entries
cpd	SMILES	p53ts 32C tox	Imprint erasure
17	COc1c(O)cc2c(c1O)[C@@H]1O[C@@H](CO)[C@@H](O)[C@@H](O)[C@@H]1OC2=O	6%[20.6 µM]	6%[16.8 µM]
18	Cc1cc(NC(=O)C2CCN(S(=O)(=O)c3ccc4[nH]c(=O)oc4c3)CC2)ccc1Br	32%[activator]	-2%[10.9 µM]
19	COc1ccc([C@@H]2CNC(=O)C2)cc1OC1CCCC1	-5%	-5%
20	OCC(O)CN1CCN(c2ccccc2)CC1 (centres undefined)	9%	-12%
21	O=C(O)[C@@H]1[C@@H]2C[C@H]3c4[nH]c5ccccc5c4CCN3C[C@@H]2CC[C@@H]1O	-2%[20.6 µM]	-6%[16.8 µM]
22	Nc1cc(=O)[nH]c(N)n1	10%	4%&3%
23	C[C@]12CC[C@@H]3C(=CCc4cc(O)ccc43)[C@@H]1CCC2=O	3%[20.6 µM]	-15%[16.8 µM]
24	COc1ccc(NC(=O)C2CCCN(c3nnc(C)c4c(C)n(-c5ccccc5)nc34)C2)cc1Cl (centres undefined)	?	-15%[10.9 µM]

cpd	IkB signaling	p53ts 39C tox
17	-0.8%[25.6 µM]	2%[20.6 µM]
18	0.8%	-2%
19	0.0%	-5%
20	·	-12%
21	1.5%[11.4 µM]	23%[20.6 µM]
22	-0.2%&3.6%	16%
23	-1.2%[25.6 µM]	12%[20.6 µM]
24	?	10µM*

# An excerpt from above in order of count of non-hydrogen atoms, lowest first.
cpd	SMILES	p53ts 32C tox	Imprint erasure
22	Nc1cc(=O)[nH]c(N)n1	10%	4%&3%
20	OCC(O)CN1CCN(c2ccccc2)CC1 (centres undefined)	9%	-12%
19	COc1ccc([C@@H]2CNC(=O)C2)cc1OC1CCCC1	-5%	-5%
21	O=C(O)[C@@H]1[C@@H]2C[C@H]3c4[nH]c5ccccc5c4CCN3C[C@@H]2CC[C@@H]1O	-2%[20.6 µM]	-6%[16.8 µM]

cpd	IkB signaling	p53ts 39C tox
22	-0.2%&3.6%	16%
20	·	-12%
19	0.0%	-5%
21	1.5%[11.4 µM]	23%[20.6 µM]

# Next part
cpd	SMILES	p53ts 32C tox	Imprint erasure
25	C[C@H]1C[C@@H]2[C@H]3CCC4=CC(=O)C=C[C@@]4(C)[C@@]3(Cl)[C@@H](O)C[C@]2(C)[C@]1(OC(=O)c1ccco1)C(=O)CCl	-14%[20.6 µM]	-14%[16.8 µM]
26	CCCN(CCC)C(=O)C(CCC(=O)O)NC(=O)c1ccccc1 (centres undefined)	3%	-7%&3%
27	CCN(CCCCOC(=O)c1ccc(OC)c(OC)c1)[C@@H](C)Cc1ccc(OC)cc1	-4%[20.6 µM]	-25%[16.8 µM]
28	CCCc1cc(C(N)=S)ccn1	6%&-1%	-13%&-19%
29	COc1ccc2c(CNCCc3ccccc3OC)c(C(=O)O)n(Cc3ccc(F)cc3Cl)c2c1	14%	-10%[10.9 µM]
30	CC(C)(C(=O)c1cccnc1)c1cccnc1	4%[20.6 µM]	-9%[16.8 µM]
31	C[C@@H]1O[C@@H](O[C@@H]2[C@@H](O)[C@H](OCCc3ccc(O)c(O)c3)O[C@H](CO[C@@H]3O[C@H](CO)[C@@H](O)[C@H](O)[C@H]3O)[C@H]2OC(=O)/C=C/c2ccc(O)c(O)c2)[C@H](O)[C@H](O)[C@H]1O	7%[1.84 µM]	3%
32	CCOC(=O)Nc1ccc(NCc2ccc(F)cc2)nc1N	25%	-15%

cpd	IkB signaling	p53ts 39C tox
25	16%[25.6 µM]	-1%[20.6 µM]
26	·	-7%
27	-0.8%[25.6 µM]	17%[20.6 µM]
28	7.9%	-5%&-5%
29	?	-15%
30	2.3%[25.6 µM]	-2%[20.6 µM]
31	-0.4%	3%
32	6.9%	6%

# Going on with the list.
cpd	SMILES	p53ts 32C tox	Imprint erasure
33	CCN(CC)CCOC(=O)C(c1ccccc1)c1ccccc1	-2%	-26%
34	Cc1nc2nc(NC(=O)c3cccc(Cl)c3)[nH]n2c(=O)c1Cc1ccccc1	8%	-8%[10.9 µM]
35	C[C@H](CCC(=O)O)[C@H]1CC[C@@H]2[C@@H]3[C@@H](O)C[C@H]4C[C@@H](O)CC[C@@]4(C)[C@H]3CC[C@@]21C	-5%[20.6 µM]	0%[16.8 µM]
36	COc1cc(C(=O)NC(c2ccccc2Cl)c2cc(Cl)c3cccnc3c2O)cc(OC)c1OC (centres undefined)	?	-34%[inhibitor][10.9 µM]
37	Oc1ccc([C@@H]2CNCCc3c2cc(O)c(O)c3Cl)cc1	0%&-13%	-15%
38	Cc1ccsc1/C=C/C1=NCCCN1C	-1%	-5%
39	NC(=O)c1ccc([N+](=O)[O-])cc1Cl	-2%	-8%
40	CC(C)(C)c1ccc(S(=O)(=O)c2cnc(SCC(=O)Nc3ccc(F)c(Cl)c3)[nH]c2=O)cc1	6%	6%[10.9 µM]

cpd	IkB signaling	p53ts 39C tox
33	0.2%[25.6 µM]	17%
34	?	-20%
35	1.9%[25.6 µM]	3%[20.6 µM]
36	4.4%	?
37	0.3%&-0.2%	-16%&0%
38	·	-5%
39	·	3%
40	?	17%

# Going on with the list.
cpd	SMILES	p53ts 32C tox	Imprint erasure
41	Oc1cc2c(cc1O)C1c3ccc(O)c(O)c3OCC1(O)C2 (centres undefined)	?	-86%[inhibitor]
42	CCC(Cc1c(I)cc(I)c(N)c1I)C(=O)O (centres undefined)	4%	1%
43	NC(=O)NC(=O)Cc1ccccc1	5%	-3%
44	COc1cc(C(=O)NCCCCCC(=O)O)cc(OC)c1OC	-2%	2%
45	COc1cc(C)nc(-n2nc(C)cc2OC)n1	2%[20.6 µM]	-5%[16.8 µM]
46	CCCN(CCC)C(=O)[C@@H](CCC(=O)O)NC(=O)c1ccccc1	2%[20.6 µM]	8%[16.8 µM]
47	O=C(c1ccccc1)c1ccc2n1CCC2C(=O)O (centres undefined)	4%	-76%&-61%[inhibitor]
48	CC(C)[C@@H]1C(=O)N(S(C)(=O)=O)[C@H]2CCN(C(=O)/C=C\CN3CCCCC3)[C@@H]12	8%	-8%

cpd	IkB signaling	p53ts 39C tox
41	·	?
42	·	-18%
43	·	9%
44	8.6%	-5%
45	0.5%[25.6 µM]	7%[20.6 µM]
46	-1.1%[25.6 µM]	3%[20.6 µM]
47	·	-2%
48	0.3%	-6%

# Gathered by group: the compounds so far with an aryl thioether with sulfur outside any ring
cpd	SMILES	p53ts 32C tox	Imprint erasure
4	CCOc1ccccc1NC(=O)CSc1nc2ccccc2c2nc(CCn3cncc3C)nn12	-7%	-11%[10.9 µM]
40	CC(C)(C)c1ccc(S(=O)(=O)c2cnc(SCC(=O)Nc3ccc(F)c(Cl)c3)[nH]c2=O)cc1	6%	6%[10.9 µM]

cpd	IkB signaling	p53ts 39C tox
4	-0.7%	-25%
40	?	17%

# Remaining list, next part.
cpd	SMILES	p53ts 32C tox	Imprint erasure
49	Cc1ccc(CNC(=O)C2CCN(S(=O)(=O)c3c(C)noc3/C=C/c3ccccc3F)CC2)o1	-1%	-4%[10.9 µM]
50	CC1(C)OC2CC(=O)OC[C@@]23C1CC(=O)[C@]1(C)C3CC[C@@]2(C)C(c3ccoc3)OC(=O)C3O[C@@]321 (some centres undefined)	-1%	0%
51	Cc1cc(O)c2c(c1)C(=O)c1cccc(O)c1C2=O	-19%	-1%&-4%&-6%
52	C[C@@H](Cc1cccc(C(F)(F)F)c1)NCCOC(=O)c1ccccc1	0%[20.6 µM]	-10%[16.8 µM]
53	CCOC(=O)Nc1ccc2c(c1)N(C(=O)CCN1CCOCC1)c1ccccc1S2	17%	1%
54	CCn1cc(C(=O)O)c(=O)c2cc(F)c(N3CCN[C@@H](C)C3)c(F)c21	7%[20.6 µM]	-11%[16.8 µM]
55	Cc1ccc(C(=O)C(C)CN2CCCCC2)cc1 (centres undefined)	-10%	-16%
56	CC1(C)Oc2ccc(C#N)cc2[C@H](N2CCCC2=O)[C@H]1O	7%&7%	-3%&-6%
57	CC[C@@]12CCCN3CCc4c(n(c5ccccc45)[C@](O)(C(=O)OC)C1)C32 (some centres undefined)	-17%	-9%

cpd	IkB signaling	p53ts 39C tox
49	0.6%	-4%
50	·	12%
51	-1.9%	13%
52	1.6%[25.6 µM]	10%[20.6 µM]
53	-1.9%	6%
54	-0.6%[25.6 µM]	9%[20.6 µM]
55	·	6%
56	0.2%&0.4%	-13%&-5%
57	·	-14%

# Bioassay records (PubChem BioAssay)
